Compound activity deposited in PubChem BioAssay by Sanford-Burnham Center for Chemical Genomics.
TIM10 inh = growth inhibitors of TIM10 yeast strain | S. cerevisiae TIM10 strain growth, BacTiter-Glo luminescence, 24 h | inhibition, % at 10 µM | 330,000 compounds, 1.4% hits;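 active means inhibition of 40% or more at the single tested concentration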;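 further: wild-type TIM10 isogenic control strain grown at permissive 25 °C; 0% = DMSO yeast wells and 100% = minimal medium wells without yeast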
CHOP UPR activ = activators of apoptotic arm of unfolded protein response (CHOP). activation, % at 10 µM. AID 449763. 330,000 compounds, 0.34% hits. CHO-CHOP luciferase reporter, UPR activation, luminescence; percent of tunicamycin response over DMSO baseline;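 active means at 10 µM dose, activation of 40% or more, normalized to positive control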;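 further: 100% = tunicamycin at 10 µg/mL and 0% = DMSO alone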
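System: CHO-CHOP luciferase reporter cell line; amount: 500 cells/well; buffer or medium: F12 medium containing 10% fetal bovine serum; incubation: 6 h compound exposure at 37 °C after overnight seeding; measured by: luciferase luminescence after 10 min with Steady-Glo reagent; evaluation: % reporter activation, DMSO baseline versus tunicamycin full activation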
tim23-1 inh = tim23-1 yeast growth inhibition; S. cerevisiae tim23-1 growth, BacTiter-Glo luminescence, 24 h; inhibition, % at 20 µM; 330,000 compounds, 1.3% hits; AID 463212;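 active means growth inhibition of the mutant yeast at or above 50%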;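 further: temperature-sensitive mutant grown at 25 °C; plate controls were DMSO-treated mutant yeast for no effect and medium wells lacking yeast for full effect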
APJ agonist = activates the human apelin receptor APJ | AID 2520 | CHO-K1 APJ PathHunter beta-arrestin, luminescence; 0% DMSO wells, 100% apelin | P35414 | activation, % at 20 µM | 330,000 compounds, 0.11% hits;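 active means activation more than six SD over the plate average, tested at 20 µM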;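 further: 0% = DMSO alone and 100% = apelin-13 at 10 nM; some results filed as inactive read as strong as hits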
Target sequence (P35414 whole entry, looked up): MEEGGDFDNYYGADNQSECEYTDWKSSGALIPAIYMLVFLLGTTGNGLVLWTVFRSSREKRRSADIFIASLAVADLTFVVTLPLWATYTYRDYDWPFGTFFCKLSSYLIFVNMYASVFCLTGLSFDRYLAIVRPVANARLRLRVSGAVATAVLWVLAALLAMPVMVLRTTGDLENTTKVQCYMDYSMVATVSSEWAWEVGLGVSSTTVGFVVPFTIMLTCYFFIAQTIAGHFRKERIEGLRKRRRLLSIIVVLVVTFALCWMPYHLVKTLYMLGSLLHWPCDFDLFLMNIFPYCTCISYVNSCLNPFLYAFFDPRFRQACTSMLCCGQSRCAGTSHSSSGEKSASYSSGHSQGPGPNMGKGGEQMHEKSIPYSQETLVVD
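Assay system – PathHunter CHO-K1 APJ (AGTRL-1) beta-arrestin reporter cells · Compound – one dose, 20 µM compound, 1% DMSO · Timing – compound 90 min 25 °C, reagent 1 h · Measured by – luminescence from split beta-galactosidase complementation, Galacton Star/Emerald II substrate · Measure – beta-arrestin recruitment to APJ as agonist activity, luminescent signal · Benchmarks – DMSO vs Apelin-13 10 nM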
Mdm2 MdmX PPI = human Mdm2/MdmX binding inhibition. 330,000 compounds, 3% hits. SaOS-2 split-luciferase Mdm2/MdmX complementation, luminescence. inhibition, % at 8 µM;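 active means inhibition of at least 50% at 8 µM in the primary screen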
tim10-1 inh = tim10-1 yeast growth inhibition; inhibition, % at 20 µM; 330,000 compounds, 2.2% hits; S. cerevisiae tim10-1 ts strain growth, BacTiter-Glo, 24 h; AID 463190;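 active means inhibition of at least 40%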;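 further: mutant grown at 25 °C; 0% = DMSO wells with yeast and 100% = wells holding no yeast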
XBP1 UPR activ = activators of adaptive arm of unfolded protein response (XBP1) | CHO-XBP1 luciferase reporter, IRE1-XBP1 UPR activation, luminescence; percent of tunicamycin response, DMSO as zero | AID 463104 | activation, % at 20 µM | 330,000 compounds, 0.33% hits;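 active means versus positive control, 20 µM dose yields 30% or more activation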;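 further: 100% = tunicamycin at 10 µg/mL and 0% = DMSO only wells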
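Material: CHO-XBP1 cells stably carrying IRE1-XBP1-driven luciferase reporter | Medium: F12 with 10% serum | Compound dosing: 20 µM single concentration, DMSO 1% | Incubation: Overnight seeding at 37 °C, 6 h compound treatment at 37 °C | Detection: Steady-Glo luminescence read | Read-out basis: % activation of reporter signal versus tunicamycin and DMSO controls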
NR3A LBD binder = NR3A (human) ligand-binding domain modulation | AID 1259313 | 340,000 compounds, 2.5% hits | Tm shift relative to glycine control, % at 25 µM | NR3A LBD differential scanning fluorimetry, Tm shift; 0% = protein alone, 100% = glycine-bound protein;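 active means melting temperature shift of at least 10% of the positive control shift, at one fixed dose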
NALP3 yeast inh = inhibitors of NALP3 inflammasome in yeast | Yeast reconstituted NLRP3/ASC/caspase-1, beta-gal luminescence, 24 h | inhibition, % at 10 µM | 330,000 compounds, 0.39% hits | AID 2825;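 active means inhibition of 50% or more; inactive means inhibition below 50%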;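 further: plate controls were induced DMSO wells for no effect and uninduced yeast grown without galactose for full effect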
Numbers without * were called inactive; x = not tested or not shown.

SMILES | TIM10 inh | CHOP UPR activ | tim23-1 inh | APJ agonist | Mdm2 MdmX PPI | tim10-1 inh | XBP1 UPR activ | NR3A LBD binder | NALP3 yeast inh
O=C(c1ccc([N+](=O)[O-])o1)N1CCN(c2nc3ccc(F)cc3s2)CC1 | 40* | 18 | -41 | 30 | 17 | 3 | -4 | -1 | 24
CCN(CC)S(=O)(=O)c1ccc(OC)c(NC(=O)Cn2cnc3c2c(=O)n(C)c(=O)n3C)c1 | -5 | -0.3 | -1 | -2 | -6 | -4 | 4 | -3 | 9
C=CCn1c(-c2ccc(Cl)cc2)cnc1SC(C)C(N)=O (centres undefined) | 12 | 0.0 | 11 | -4 | -27 | 0 | 2 | -4 | 8
OCCN(CC#CC(O)(c1ccccc1)c1ccccc1)CCO | 3 | -1.7 | -4 | 0 | -12 | 3 | -3 | 1 | 29
Cc1ccc(S(=O)(=O)Nc2ccc(C(=O)NCc3ccncc3)cc2)cc1 | 9 | 0.6 | 8 | -5 | -7 | 6 | -4 | 0 | -6
CC(C)(C)NCC(O)COc1ccccc1C(C)(C)C (centres undefined) | 9 | -1.7 | 3 | 0 | 29 | 18 | 0 | -1 | 14
O=C1C(Cc2ccccc2)S/C(=N/N=C/c2ccco2)N1c1ccccc1 (centres undefined) | 1 | -3.5 | -5 | -2 | 14 | 9 | 4 | 3 | -6
COc1ccc(CNC(=O)c2nnn(CC(=O)Nc3cc(C)cc(C)c3)c2N)cc1 | 1 | 0.9 | 0 | 8 | 48 | 7 | -3 | 30* | -10
CCOc1ccccc1N(CC(=O)Nc1ccc(OC)cc1)S(=O)(=O)c1ccccc1 | -7 | 1.6 | 30 | -1 | 18 | 14 | -2 | 0 | 13
CCOC(CCNC(=O)c1cn(-c2cccc(C)n2)cn1)OCC | -7 | -1.7 | 8 | 0 | 6 | -2 | -4 | -5 | -2
Cc1ccc(CN(Cc2ccccc2)C(=S)Nc2ccccc2C)o1 | 11 | 0.6 | 24 | -3 | 0 | 21 | -3 | -5 | 1
O=C(N/C(=C\c1cccc(Br)c1)C(=O)N1CCCCC1)c1ccco1 | 3 | -0.6 | 41 | 0 | -6 | 27 | -4 | -2 | 12
COc1ccccc1-c1coc2c(CN3CCN(CCO)CC3)c(O)ccc2c1=O | -10 | -1.3 | -12 | -1 | 10 | 0 | -2 | 0 | 16
Cn1c(=O)c2c(nc(Cl)n2Cc2ccc(Cl)c(Cl)c2)n(C)c1=O | 12 | 0.2 | 21 | 3 | 24 | 20 | 0 | 0 | -14
CCCCCn1c(=O)[nH]c2cc(C(=O)N3CCN(CC)CC3)ccc2c1=O | 9 | -0.1 | 2 | -3 | 2 | -7 | 1 | -1 | 2
COc1cc(-c2[nH]ncc2CN2CCSCC2)cc(OC)c1OC | 9 | 0.6 | -1 | -3 | 40 | 7 | -3 | 0 | 3
CCCN(CCC)S(=O)(=O)c1ccc(NC(=O)c2cc(C(=O)OC)cc([N+](=O)[O-])c2)cc1 | -6 | 4.8 | -1 | 5 | 2 | 11 | 11 | 5 | 13
O=C(CCCN1C(=O)/C(=C/c2ccccc2Cl)SC1=S)N1CCOCC1 | 30 | -1.8 | 35 | 8 | 47 | 34 | -5 | 2 | 29
COc1ccc(NC(=O)C2CCN(S(=O)(=O)c3ccc(N4CCCC4=O)cc3)CC2)c(OC)c1 | 4 | -2.4 | 5 | 2 | 11 | -1 | -4 | 6 | 4
O=C(c1ccc(N2CCOCC2)c([N+](=O)[O-])c1)N1CCN(S(=O)(=O)c2cccs2)CC1 | 17 | -0.8 | -1 | -4 | 18 | 5 | -3 | -2 | 21
Cc1ccc(NC(=O)COC(=O)Cn2cnc3ccccc32)c([N+](=O)[O-])c1 | -3 | -1.2 | 9 | -2 | 13 | 7 | -4 | 0 | -11
O=C(NCCS(=O)CCNC(=O)C(F)(F)F)C(F)(F)F | 0 | 0.9 | 2 | -4 | 16 | 4 | 3 | 0 | 27
CCc1c(C(=O)O)[nH]c2ccc(Br)cc12 | 7 | -1.3 | 14 | 0 | 7 | 5 | -1 | -4 | 8
Cc1ccc(N=Nc2c(N)n[nH]c2N)cc1 | 5 | 5.4 | 3 | 1 | -31 | 4 | 0 | -2 | 12
CC1CCCN(CCCNC(=O)C2CCCN(c3ncnc4c3nc3n4CCCCC3)C2)C1 (centres undefined) | 1 | 0.6 | -4 | -3 | 21 | -2 | -2 | -1 | -6
CC1CCCCC1NC(=O)CN(C)S(=O)(=O)c1ccc2c(c1)c(=O)n(C)c(=O)n2C (centres undefined) | 2 | 0.8 | -2 | -2 | 25 | -2 | -5 | -1 | 17
O=S(=O)(c1ccc(NC(=S)NCc2ccncc2)cc1)N1CCCCC1 | 12 | -2.2 | 12 | 1 | 2 | 0 | -4 | -4 | 5
Brc1ccc(-c2csc(NC3=NCCCCC3)n2)cc1 | 17 | 8.4 | 24 | -2 | -109 | 7 | -2 | -6 | 58*
Cc1cc(O)cc(O)c1C(=O)Cc1cnn(-c2ccccc2)c1 | 30 | 1.3 | -5 | 4 | -10 | 4 | -3 | 13* | 14
COC(=O)C1(C)NC(=O)c2ccccc2N1 (centres undefined) | -1 | -1.0 | 4 | 0 | 15 | -7 | -2 | -1 | 10
CC(C)c1ccc(CN2CC(C(=O)Nc3ccccc3)CC2=O)cc1 (centres undefined) | 11 | -1.0 | 18 | -3 | -5 | 18 | 1 | 15* | 24
S=c1[nH]nc(-c2ccccc2)o1 | 3 | -1.3 | -8 | -2 | 2 | -2 | 0 | 3 | 12
Cc1ccc(NS(=O)(=O)c2ccc(C3CCCCC3)cc2)cc1 | 11 | -1.2 | 13 | 0 | 24 | 11 | -3 | 3 | 10
O=C(CSc1nnc(Cc2ccccc2)o1)NC1CC2CCC1C2 (centres undefined) | 6 | -2.2 | 13 | -3 | 23 | 23 | -6 | -1 | 7
COC(=O)c1ccccc1NC(=O)COC(=O)CO/N=C(\C)c1ccc2c(c1)OCO2 | 9 | 2.8 | 2 | 6 | -18 | 8 | -4 | -2 | 9
Clc1cccc(NCc2nnc3n2CCCCC3)c1 | -30 | -1.4 | 2 | 4 | -3 | -1 | 1 | 2 | -4
CCn1c(C(=O)NCCCN2CCc3ccccc3C2)cc2sccc21 | 0 | -0.8 | -6 | -4 | -9 | 3 | -1 | -4 | 13
CC(SCC(=O)Nc1ccccc1Br)c1nc2ccccc2c(=O)[nH]1 (centres undefined) | -10 | 0.3 | -4 | -3 | 17 | 1 | -1 | 0 | -9
Cn1c(=O)c2c(nc(N/N=C/c3cccs3)n2Cc2ccccc2)n(C)c1=O | 3 | 0.3 | 0 | 3 | 6 | -6 | -2 | -8 | 16
Cc1ccc(S(=O)(=O)N2CCN(c3cnn(C)c(=O)c3Cl)CC2)cc1 | 29 | 0.0 | 15 | -2 | 12 | 12 | -3 | -2 | 7
COc1cccc(NC(=O)CN(C)C(=O)COc2cc(C)ccc2Cl)c1 | 23 | 1.5 | 20 | 4 | 15 | 13 | -4 | -2 | 6
Cc1onc(-c2ccccc2)c1C(=O)N(Cc1ccccn1)Cc1ccccn1 | 1 | -0.7 | 8 | -4 | 16 | 24 | -3 | 0 | 18
CC(=O)c1ccc(N2CCN(S(=O)(=O)c3csc(C(N)=O)c3)CC2)cc1 | 3 | 2.0 | -1 | 2 | 22 | 8 | -4 | 2 | 15
CCc1cc2c(=O)c(-c3ccc(F)cc3)c(C(F)(F)F)oc2cc1OCC(=O)O | -8 | -0.6 | 9 | -2 | 10 | 11 | -3 | x | 14
O=C(Nc1ccccc1)C1=C[C@H](c2ccccc2)C[C@H](OCc2ccc(CO)cc2)O1 | 6 | 0.6 | 23 | -4 | 6 | 13 | 1 | -33 | 37
COCC(C)NC(=O)CCc1nnc(C2(c3ccc(Cl)cc3)CCC2)o1 (centres undefined) | 4 | 5.8 | 0 | -3 | -56 | 14 | 4 | 0 | -13
COc1ccc(CCNC(=O)CN(c2ccc(OC)c(OC)c2)S(=O)(=O)c2ccccc2)cc1OC | 9 | 2.0 | -3 | 2 | 23 | -17 | -5 | 0 | 0
O=C(C1CCCO1)N(Cc1ccccc1)c1ccccc1 (centres undefined) | 15 | -3.2 | 11 | -5 | 32 | 28 | -2 | -1 | -37
CCOc1ccc(NS(=O)(=O)c2cccc(C(=O)NCC3(N(C)C)CCCCC3)c2)cc1 | -3 | -0.5 | -2 | 8 | 14 | -3 | -2 | 0 | 27
CSCCC(NC(=O)c1ccco1)C(=O)NCC1CCCCC1 (centres undefined) | 1 | 0.0 | -11 | -1 | 8 | -10 | 0 | 0 | 3
Cc1c(/C=N\NC(=O)c2ccc([N+](=O)[O-])cc2)cnn1C | -11 | 1.4 | -2 | -2 | 6 | -11 | -1 | -4 | 7
C=CCn1c(N)c(C(=O)Nc2cccc(C)c2)c2nc3ccccc3nc21 | 28 | 2.0 | 11 | -11 | 67* | 61* | 3 | 18* | 12
CCCCCC(=O)Nc1ccc(C(=O)N/N=C/c2ccc([N+](=O)[O-])cc2)cc1 | -13 | 90* | -8 | 1 | 40 | 16 | 82* | 6 | 4
C/C=C/c1ccc(OCC(=O)OCc2csc(Nc3ccc(C)cc3)n2)c(OC)c1 | 27 | 3.0 | 22 | 0 | -25 | 22 | 1 | -4 | 15
c1ccc(-n2c(Sc3cnccn3)nnc2-c2cccs2)cc1 | 5 | 0.4 | 11 | 3 | 6 | 22 | 1 | -1 | 10
O=C(O)c1ccc(NNC(=S)Nc2cc(C(F)(F)F)ccc2Cl)cc1 | 10 | -2.9 | 20 | 1 | 9 | 25 | -9 | 2 | 4
O=C1C=C(c2ccc(F)nc2)C[C@@H](c2ccc3c(c2)OCO3)C1 | -2 | 3.0 | -23 | -4 | 22 | -11 | -2 | -3 | 13
CC(C)c1c(C(=O)N/N=C/c2ccncc2)nnn1-c1nonc1N | -3 | -0.3 | 0 | -1 | 9 | 4 | -1 | -11 | 10
CCOC(=O)C1(Cc2cccc(F)c2)CCN(CC(O)CO)CC1 (centres undefined) | -20 | -0.9 | -4 | -1 | 9 | 13 | 0 | 0 | -1
